NCOA2 inhibitor = inhibition of GAL4-SRC2 driven luciferase reporter, primary screen, SRC2 inhibitor project, cell-based, luminescence; Nuclear receptor coactivator 2 (Homo sapiens), Q15596; HEK293 GAL4-SRC2 luciferase reporter; inhibition, % at 9 µM; actives 0.17% (n = 370,000);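 active = inhibition above the mean inhibition of all tested compounds plus 3 SD, set per campaign, cut at about 52% in these data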;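 also: 0% = DMSO treated cells and 100% = cells given Gossypol at 36 µM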
TRAIL sens C8 = viability loss with TRAIL in NB7+C8 cells, primary screen, TRAIL sensitizer project, cell-based, ATPlite luminescence; inhibition (viability loss, TRAIL sensitization), % at 10 µM; actives 1% (n = 360,000);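 active = compounds causing at least 50% loss of cell viability in the single-dose screen, relative to plate controls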
TROY signal inh = inhibitors of TROY-driven NF-kB signaling, primary screen, Q293 LMP1-TROYcd cells, NF-kB luciferase, uHTS; Q293 LMP1-TROYcd NF-kB luciferase reporter, 4 h; actives 0.98% (n = 360,000); inhibition, % at 10 µM;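 active = compounds whose plate-normalised and pattern-corrected inhibition of the luciferase reporter signal at the single screening dose is 50% or more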
SRC3 inh = SRC3 coactivator transcriptional activity inhibitors, primary screen, cell-based, luminescence; Nuclear receptor coactivator 3 (Homo sapiens), Q9Y6Q9; inhibition, % at 3.6 µM; HEK293 GAL4-SRC3 luciferase reporter; actives 0.17% (n = 360,000);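 active = inhibition above a per-campaign cutoff, the mean of all compounds plus 3 SD, cut at about 60% in these data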;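 also: 0% = DMSO-treated cells and 100% = gossypol-treated cells at 36 µM; higher means less SRC3-driven luciferase light from the GAL4 reporter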
NOD2 RIPK2 PPI = NOD2-RIPK2 binding disruptors in cells, primary screen, fluorescence, CHO cells, BLA complementation | CCF4 ratio | inhibition, % at 4.98 µM | actives 0.38% (n = 360,000); in the data active = inhibition above about 21%;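 also: 0% = vehicle only and 100% = reference blocker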
Target sequence (O43353 whole entry, looked up): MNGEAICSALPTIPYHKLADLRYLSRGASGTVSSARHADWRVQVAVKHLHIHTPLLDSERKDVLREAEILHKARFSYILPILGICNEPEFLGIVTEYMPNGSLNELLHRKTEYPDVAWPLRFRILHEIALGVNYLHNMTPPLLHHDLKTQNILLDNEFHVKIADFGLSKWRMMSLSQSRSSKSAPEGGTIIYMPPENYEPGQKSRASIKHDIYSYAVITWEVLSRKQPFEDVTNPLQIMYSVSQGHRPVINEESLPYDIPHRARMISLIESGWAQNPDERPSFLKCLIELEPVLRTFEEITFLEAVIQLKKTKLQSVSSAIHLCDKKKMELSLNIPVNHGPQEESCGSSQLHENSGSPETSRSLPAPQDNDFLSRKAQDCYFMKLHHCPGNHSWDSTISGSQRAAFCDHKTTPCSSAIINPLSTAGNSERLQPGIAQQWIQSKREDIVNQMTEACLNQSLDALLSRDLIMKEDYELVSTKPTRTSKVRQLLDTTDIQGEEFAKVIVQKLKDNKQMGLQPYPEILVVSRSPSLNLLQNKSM
LMP1 NFkB inh = EBV LMP1-driven NF-kappaB luciferase reporter inhibitors, primary screen, cell-based, luminescence, single point. LMP1-induced NF-kappaB luciferase reporter cells. inhibition, % at 12.5 µM. actives 0.69% (n = 350,000). AID 504558, 2011; in the data active = inhibition above about 41%;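 also: 0% = neutral control wells and 100% = reference inhibitor control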
NR2F2 inh = NR2F2 transcriptional activity inhibitors, primary screen, cell-based, luciferase reporter, HEK293T, luminescence; HEK293T NGFI-A luciferase reporter; inhibition, % at 8.6 µM; COUP transcription factor 2 (Homo sapiens), P24468; actives 0.7% (n = 370,000);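 active = inhibition above a per-plate cutoff, mean inhibition of test wells between control levels plus 3 SD, cut at about 38% in these data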;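 also: cells cotransfected with COUP-TFII expression vector driving the NGFI-A reporter; 0% = median of COUP-TF2 test wells and 100% = reporter-only cells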
LRH-1 inv ag = LRH-1 (NR5A2) inverse agonists, primary screen, cell-based, luminescence, HEK293T, StAR-luciferase reporter; Nuclear receptor subfamily 5 group A member 2 (Homo sapiens), O00482; LRH-1 transfected, 24 h; inhibition, % at 3.6 µM; actives 0.13% (n = 360,000);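 active = inhibition above the mean inhibition of all tested compounds plus 3 SD, cut at about 73% in these data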;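 also: 0% = DMSO wells and 100% = reporter-only cells lacking LRH-1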
Target sequence (O00482 whole entry, looked up): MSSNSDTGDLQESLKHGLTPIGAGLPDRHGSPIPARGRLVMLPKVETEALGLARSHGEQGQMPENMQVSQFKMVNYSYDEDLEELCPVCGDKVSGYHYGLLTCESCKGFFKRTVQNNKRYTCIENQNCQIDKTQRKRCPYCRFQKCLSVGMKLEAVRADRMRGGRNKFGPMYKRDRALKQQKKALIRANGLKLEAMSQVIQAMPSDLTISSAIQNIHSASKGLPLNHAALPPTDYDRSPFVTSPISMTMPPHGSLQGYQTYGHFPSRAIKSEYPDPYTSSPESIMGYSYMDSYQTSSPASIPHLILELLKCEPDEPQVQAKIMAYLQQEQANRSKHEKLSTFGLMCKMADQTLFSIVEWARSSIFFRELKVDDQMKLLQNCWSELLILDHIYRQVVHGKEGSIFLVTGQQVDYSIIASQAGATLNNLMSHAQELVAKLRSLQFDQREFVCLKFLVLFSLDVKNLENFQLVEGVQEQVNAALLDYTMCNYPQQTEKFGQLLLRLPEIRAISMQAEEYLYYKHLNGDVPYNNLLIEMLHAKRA
Vif imaging = HIV Vif self-association inhibitors, primary screen, imaging, HEK293T, single point | HEK293T cells, Vif self-association by quenched fluorescence, 24 h | inhibition, % at 7.49 µM | actives 0.35% (n = 340,000) | AID 602346, 2012; in the data active = inhibition above about 50%, passing the limit was not always enough; also: some results filed as inactive read as strong as hits
TLR9-MyD88 inh = inhibitors of TLR9-MyD88 association in cells, primary screen, cell-based, CHO, BLA complementation, fluorescence; Toll-like receptor 9 (Homo sapiens) + Myeloid differentiation primary response protein …; CCF4 FRET ratio; inhibition, % at 4.98 µM; actives 0.21% (n = 340,000); AID 504734, 2011;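 active = inhibition above the mean over all tested compounds plus 3 SD, cut at about 21% in these data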;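 also: 0% = DMSO only wells and 100% = clavulanate BLA inhibitor control wells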
NCOA1 inh = SRC1 coactivator transcriptional activity inhibitors, primary screen, cell-based, luminescence; HEK293 GAL4-SRC1 luciferase reporter; actives 0.12% (n = 360,000); Nuclear receptor coactivator 1 (Homo sapiens), Q15788; AID 588354, 2011; inhibition, % at 3.6 µM;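 active = inhibition above the campaign mean plus 3 SD, with each screening campaign given its own cutoff, cut at about 60% in these data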;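 also: 0% = DMSO treated cells and 100% = gossypol at 36 µM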
* marks the source's active call; other numbers are inactive results; · = not tested or not shown; + = active, no number. An excerpt; count on the stated rates, not on these rows.

SMILES	NCOA2 inhibitor	TRAIL sens C8	TROY signal inh	SRC3 inh	NOD2 RIPK2 PPI	LMP1 NFkB inh	NR2F2 inh	LRH-1 inv ag	Vif imaging	TLR9-MyD88 inh	NCOA1 inh
Cc1cc(/C=C2\NC(=S)N(C)C2=O)ccc1N1CCCC1	-44	15	-50	-88	18	-10	-37	-137	+	16	-107
CCOC(=O)c1cnc(C(C)(C)C)[nH]c1=O	6	6	-4	6	-19	-6	-1	-18	13	5	-14
CCN1CCC2(CC1)C(C#N)=C(N)Oc1c2sc2nc(C)cc(C)c12	-59	-10	-15	4	-8	-5	-8	5	3	-6	-3
O=C(CC[C@H]1O[C@@H](n2cnc3c(NC(=O)c4ccccc4)ncnc32)[C@H](O)[C@@H]1O)NCc1nc2ccccc2[nH]1	-3	-19	2	3	6	·	-16	14	·	·	-2
COc1cc(-c2c(-c3cccc(C)c3)oc3ccccc23)cc(OC)c1OC	-14	3	4	-7	1	7	-13	-4	36	0	-12
CCOC(=O)c1c(S(=O)(=O)NCC(=O)NCc2cccc(C)c2)c(C)n(C)c1C	-8	-4	5	2	3	-3	-5	-9	5	-1	4
CC(C)N(C(=O)CSc1nc2c([nH]1)c(=O)n(C)c(=O)n2C)c1ccccc1	-25	10	-4	-6	-1	-1	10	5	13	3	-3
COc1ccc(OC)c(S(=O)(=O)N2CCN(C(=O)c3cc(C4CC4)nn3-c3ccccc3)CC2)c1	3	22	1	6	9	10	-8	12	-1	0	-5
CCN1/C(=C/c2ccc3cc(C)ccc3[n+]2C)Sc2ccc3sccc3c21	-42	26	37	33	6	23	38*	39	·	-5	16
CC1(C(=O)NS(=O)(=O)c2cccc(OC(F)F)c2)CCN1C(=O)c1ccccc1 (centres undefined)	7	-11	5	-8	-10	·	10	4	-11	·	14
Cc1c(Cl)cccc1NC(=O)COC(=O)Cc1ccsc1	4	-6	-19	10	-7	2	2	-7	0	8	-11
CC(C)C[C@H]1CNC(=S)N1CC1CCCN1C[C@H](Cc1ccccc1)N1C[C@H](Cc2ccccc2)N(CC2CCCCC2)C1=S (some centres undefined)	4	-19	-14	8	1	·	18	-2	21	·	12
C=CCN(c1ccccc1)S(=O)(=O)c1cccc(C(=O)N2CCCC2)c1	-8	3	-23	3	-5	-6	-1	3	-3	-4	-32
COc1ccc(Nc2nc3c(C)cccn3c(=O)c2C=O)cc1	-10	27	-12	7	3	2	-7	8	-14	1	1
Cc1ccccc1N1CCN(C2CCCN(C(=O)CCc3c(C)noc3C)C2)CC1 (centres undefined)	6	-16	-2	12	3	7	9	14	0	-11	8
COc1cccc(CC(=O)N2CCCC(CO)(Cc3ccc(F)cc3F)C2)c1 (centres undefined)	5	-5	-10	-7	-1	9	-2	2	-9	0	10
CN(C)C(=O)C1C2NC(=S)N(c3cccc(Cl)c3)C1(C)Oc1ccc(Cl)cc12 (centres undefined)	-24	7	8	13	-4	1	12	0	-2	5	-5
N/C(=N\OC(=O)c1ccco1)c1ccccc1	-53	-10	-70	-86	-2	-37	-56	-56	2	-6	-111
CNC(=O)CC1C(=O)N(c2ccc(Cl)cc2)C(=S)N1NC(=O)c1cccc(F)c1 (centres undefined)	-6	0	-12	-21	-4	-10	13	-14	-16	4	-14
NCCCC[C@@H]1NC(=O)c2cc([N+](=O)[O-])cc(I)c2SC[C@@H](C(=O)NCC(N)=O)NC(=O)CNC1=O	·	-20	-8	-7	-1	4	·	17	-2	-18	-2
C[C@@H]1CCCCO[C@@H](CN(C)S(=O)(=O)c2cn(C)cn2)[C@@H](C)CN([C@H](C)CO)C(=O)c2cc(N(C)C)ccc2O1	-20	-4	11	6	-16	-1	-10	-9	-3	-2	2
COc1ccc(N(CC(=O)NCCOc2ccccc2)S(=O)(=O)c2ccc(C)cc2)cc1	-5	0	-20	-9	3	-2	-6	1	-12	0	0
Cc1ccc(CNC(=O)OC2CC3CC2[C@H]2CCCCN2C3=O)cc1 (some centres undefined)	-15	-11	-10	·	-4	·	2	21	·	·	·
CCOC(=O)c1cccc(C2=CC(=O)C[C@H](c3ccc(OC)cc3)C2)c1	·	-8	-70	-40	-4	-16	·	-42	-1	-2	-41
CCN(CC(=O)Nc1c(F)cccc1F)C(=O)CSC(=S)N1CCCC1	24	-14	7	-2	-14	3	5	10	0	-5	8
CCOC(=O)c1ccccc1NC(=O)COC(=O)c1ccc(OCC(=O)N2CCOCC2)c(OCC)c1	9	25	23	0	1	-1	21	-12	1	4	-9
O=C(O)c1ccccc1NSc1ccccc1[N+](=O)[O-]	-8	-10	-5	-5	-2	8	-3	-10	13	-10	-19
COc1ccc(NC(=O)c2c[nH]c(=O)n(-c3ccc(C)c(C)c3)c2=O)cc1OC	-34	6	3	-25	-26	-5	-6	-19	-12	3	-7
Nc1ccc(Cc2ccc(N)c(O)c2)cc1O	-27	-7	-11	-2	3	11	4	-8	-5	-1	-25
O=C(Nc1cccnc1)c1cccnc1Cl	-6	9	10	5	4	-4	4	5	3	-1	5
Cc1ccc(CSCC(=O)N(C)CC(=O)Nc2ccccc2C(F)(F)F)cc1	-2	3	-6	-14	-1	-9	10	6	1	-1	-1
CCCN(Cc1ccccc1)S(=O)(=O)c1ccc(N2C(=O)CCC2=O)cc1	-17	-4	2	-5	-9	6	4	4	4	-5	-1
COc1ccc2nc(SCCOC(=O)Nc3ccc(Cl)cc3)nc(C)c2c1	-3	-3	35	-3	-2	2	19	11	·	1	-10
COC(=O)C1=NNC2(c3ccc(C)cc3)C(=O)N(c3cccc(C)c3C)C(=O)C12 (centres undefined)	6	-20	-41	-5	2	-4	-2	2	-7	4	-12
CCOC(=O)C1=C(C)N=C2SC(CC)C(=O)N2C1c1cccc(F)c1 (centres undefined)	5	-10	1	-14	5	-4	13	9	-11	-5	5
CC(C)CCN1CCN(Cc2cccc(-n3cccn3)c2)CC1CCO (centres undefined)	-6	2	20	24	-3	-8	-1	-21	18	-4	-5
CC1(C)Oc2ccc(C(=O)NC3CCCC3)cc2N(CC(=O)NC2CCCC2)C1=O	-2	-29	10	18	-6	1	-10	2	-4	7	-9
COc1ccc(OCCCC(=O)OC(C)C(=O)Nc2cccc(C(C)=O)c2)cc1 (centres undefined)	-21	-39	18	7	-1	0	8	-9	-5	-3	-5
CCOC(=O)[C@H](O)[C@@H](O)c1cccc([C@H](O)[C@@H](O)C(=O)OCC)c1	4	-19	12	-4	3	-5	-16	-12	-7	-2	-2
CC(=O)C1C(=O)C=C(c2cccs2)CC1c1ccccc1 (centres undefined)	1	-4	1	-6	-1	0	0	-2	1	·	6
CC1CC(C)CN(S(=O)(=O)c2ccc(NC(=O)c3ccc(=O)[nH]c3)cc2)C1 (centres undefined)	-6	25	31	4	-4	-1	7	-8	4	-10	10
N#Cc1c(-c2ccccc2)nc(SCc2cccc(Cl)c2)[nH]c1=O	15	10	58*	-16	7	2	18	-6	1	8	-5
COc1ccc(S(=O)(=O)C(C#N)c2nc3ccccc3nc2N2CCCCC2)cc1 (centres undefined)	8	3	-4	-12	-6	-7	-2	-9	·	6	-6
CC(C)CN(CC(C)C)c1nn[nH]n1	-7	-15	2	-19	1	0	6	-4	6	4	11
O=C(COC(=O)c1n[nH]c(=O)c2ccccc12)Nc1ccccc1F	-20	1	1	0	-12	-4	14	-3	36	-2	2

Next section; the last three above are carried over.
SMILES	NCOA2 inhibitor	TRAIL sens C8	TROY signal inh	SRC3 inh	NOD2 RIPK2 PPI	LMP1 NFkB inh	NR2F2 inh	LRH-1 inv ag	Vif imaging	TLR9-MyD88 inh	NCOA1 inh
COc1ccc(S(=O)(=O)C(C#N)c2nc3ccccc3nc2N2CCCCC2)cc1 (centres undefined)	8	3	-4	-12	-6	-7	-2	-9	·	6	-6
CC(C)CN(CC(C)C)c1nn[nH]n1	-7	-15	2	-19	1	0	6	-4	6	4	11
O=C(COC(=O)c1n[nH]c(=O)c2ccccc12)Nc1ccccc1F	-20	1	1	0	-12	-4	14	-3	36	-2	2
O=C(Nc1cccnc1)c1cc(-c2ccc(Cl)c(Cl)c2)on1	-28	-4	-53	3	-2	9	-6	-3	4	3	-4
C=CCN(c1ccccc1OC)S(=O)(=O)c1cccc(C(=O)OCC(=O)c2c[nH]c3ccccc23)c1	3	6	17	11	-4	-2	27	9	-3	-17	-3
COc1cccc(NC(=O)COC(=O)CCC2CCCC2)c1	8	-4	-3	11	-7	-3	4	3	-14	2	-11
O=C(NC1CCSc2ccccc21)c1cccc([N+](=O)[O-])c1 (centres undefined)	-30	-2	-3	1	4	-11	15	16	-11	-1	6
COc1cc(C2C=C(C34CC5CC(CC(C5)C3)C4)NC(=S)N2)cc(OC)c1OC (centres undefined)	-10	-6	13	-1	-7	10	12	-14	-6	-1	5
CN1/C(=C/C(=O)COC(=O)CN2C(=O)C3CC=CCC3C2=O)C(C)(C)c2ccccc21 (centres undefined)	12	1	11	-6	-26	2	14	21	-4	2	-2
Cc1ccc(S(=O)(=O)NCCSc2nnc(N)s2)cc1	-11	-13	6	-7	-2	3	-16	9	-7	3	-17
CC(NCC(O)COc1ccc2ccccc2c1)c1ccccc1 (centres undefined)	12	9	-71	13	4	5	10	28	-16	2	22
Cc1ccc2cc3cc(C(=O)N4CCN(C(=O)c5ccco5)CC4)sc3nc2c1	-38	-4	-18	-38	9	2	-11	-28	-8	-10	-2
Cc1cc(C)c2cc(CN(CC3CCCO3)C(=S)NCc3ccco3)c(=O)[nH]c2c1 (centres undefined)	13	4	18	15	-2	-2	35	6	1	·	-16
CN(C)C(=O)N1CCCC(C(=O)NCCc2ccccc2)C1 (centres undefined)	-42	-12	1	-38	9	-5	-14	-14	6	5	-25
O=C(NNS(=O)(=O)c1ccc([N+](=O)[O-])cc1)C1CCCCC1	-16	-3	-10	4	-7	5	10	-9	23	-2	12
O=C(NNc1cccc(Cl)n1)c1ccccc1CC[N+](=O)[O-]	-17	4	13	12	-12	5	7	14	-5	10	-25
O=C(COC(=O)c1ccc(S(=O)(=O)NCc2ccco2)cc1)Nc1ccccc1OC(F)F	-4	-2	25	-7	1	-6	12	2	-17	8	-20
CCOC(=O)C1(CC2CC2)CCN(Cc2ccc3cccc(F)c3n2)CC1	-61	-10	-12	13	-6	-11	11	6	-6	-8	2
